Compound activity deposited in PubChem by Johns Hopkins Ion Channel Center.
Kir21 inh: inhibitors of mouse Kir2.1 inward-rectifier potassium channel; Inward rectifier potassium channel 2 (Mus musculus), P35561; HEK293-Kir2.1, FluxOR thallium flux fluorescence; stronger effect = lower value; B-score at 10 µM; hit rate 0.85% among 310,000; AID 1672, 2009;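 active means fluorescence ratio B-score at or below minus 3 SD of library scores, with starting-brightness B-score within 2 SD, cut at about -4.2 in these data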;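 further: channel flux triggered by added potassium and thallium sulfate stimulus; B-score of peak minus minimum fluorescence over baseline after thallium stimulus; more negative B-score means stronger Kir2.1 block with less thallium influx; some compounds called inactive have numbers as strong as hits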
KCNQ2 block: KCNQ2 potassium channel inhibitors, primary screen, cell-based, CHO-K1, FluxOR thallium flux, B-score (AID 2156); Potassium voltage-gated channel subfamily KQT member 2 (Rattus norvegicus), O88943; 20 min; stronger effect = lower value; B-score at 10 µM; hit rate 1.1% among 310,000;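 active means fluorescence ratio B-score at most minus 3 library SDs, with starting brightness B-score within 2 library SDs, cut at about -5.5 in these data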
Target sequence (O88943 whole entry, looked up): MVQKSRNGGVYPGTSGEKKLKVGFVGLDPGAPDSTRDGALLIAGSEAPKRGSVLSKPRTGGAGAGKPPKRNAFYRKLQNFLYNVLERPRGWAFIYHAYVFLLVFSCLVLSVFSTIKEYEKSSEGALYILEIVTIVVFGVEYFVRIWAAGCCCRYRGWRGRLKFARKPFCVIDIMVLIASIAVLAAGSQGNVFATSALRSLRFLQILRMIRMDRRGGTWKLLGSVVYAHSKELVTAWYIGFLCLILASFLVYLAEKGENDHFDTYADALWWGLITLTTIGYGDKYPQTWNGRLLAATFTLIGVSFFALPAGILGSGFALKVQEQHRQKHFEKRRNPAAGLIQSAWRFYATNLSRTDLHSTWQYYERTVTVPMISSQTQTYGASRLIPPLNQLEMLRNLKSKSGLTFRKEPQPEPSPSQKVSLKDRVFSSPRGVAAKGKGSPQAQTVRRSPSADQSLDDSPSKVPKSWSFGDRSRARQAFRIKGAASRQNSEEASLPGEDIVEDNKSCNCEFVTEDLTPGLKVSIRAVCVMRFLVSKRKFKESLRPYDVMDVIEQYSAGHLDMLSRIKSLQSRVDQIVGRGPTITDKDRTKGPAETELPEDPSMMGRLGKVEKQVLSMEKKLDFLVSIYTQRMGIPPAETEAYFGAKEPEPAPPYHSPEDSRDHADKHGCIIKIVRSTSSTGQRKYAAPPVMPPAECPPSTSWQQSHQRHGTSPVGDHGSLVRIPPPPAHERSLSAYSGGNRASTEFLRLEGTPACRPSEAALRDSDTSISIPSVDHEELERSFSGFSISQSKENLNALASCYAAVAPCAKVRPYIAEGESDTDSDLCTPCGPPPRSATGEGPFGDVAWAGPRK
Numbers without * were called inactive; i = inactive. Random draw from the library. Share with any hit: about 1.9%.

canonical_smiles	Kir21 inh	KCNQ2 block
COc1cccc(Nc2nnc(SCc3cc([N+](=O)[O-])cc4c3OCOC4)s2)c1	-1.6	i
O=C(C1=C(O)C(=O)N(CCCn2ccnc2)C1c1ccccc1)c1ccco1 (stereo not drawn)	-1.6	i
O=C1c2ccccc2C(=O)N1CCOc1cccc(Br)c1	-0.46	i
CCOc1cc(-c2nc(-c3ccccc3)c(-c3cc([N+](=O)[O-])ccc3C)[nH]2)ccc1O	1.4	i
CCOc1ccccc1CNS(=O)(=O)c1cc(-c2cc(C)no2)ccc1C	-1.7	i
C/C(=N\NC(=O)c1cccnc1)c1c(O)cc(C)oc1=O	-1.3	i
Cc1cc(C)cc(NC(=O)COC(=O)c2cc(C)oc2C)c1	3.3	i
COc1ccc(CN(C)CC(O)COc2ccc(C(=O)c3ccccc3)cc2)c(OC)c1OC (stereo not drawn)	-4.3*	i
Clc1ccc(Nc2nc(C3CC3)cs2)cc1	1.7	i
C/C(Cl)=C\Cn1c(N2CCCC2)nc2c1c(=O)[nH]c(=O)n2C	-0.12	i
Cc1cc(C)c(-c2csc(NC(=O)COC(=O)c3ccc4c(c3)OCO4)n2)c(C)c1	-1.1	i
COCCCN(C(=O)c1ccccc1)c1nc(-c2ccc(OC)cc2)cs1	-0.82	-5.9*
COCc1c(C(=O)N/N=C\c2cccs2)nnn1-c1nonc1N	-1.5	i
CS(=O)(=O)N1CCC(C(=O)Nc2ccc(C(F)(F)F)cc2)CC1	0.7	i
O=C(CN(c1cc(Cl)ccc1Cl)S(=O)(=O)c1ccccc1)N1CCOCC1	-0.99	i
Cc1nc2ccc(NC(=O)N3CCC(c4ccccc4)C3)cc2nc1C (stereo not drawn)	1.4	i
Cc1ccccc1Nc1nnc(SCC(=O)NC(=O)NCc2ccco2)s1	-1.5	i
O=C(CSc1nc2ccccc2o1)Nc1nc(-c2ccccc2)cs1	0.43	i
COCCn1c(C)cc(C(=O)COC(=O)c2ccc3ncsc3c2)c1C	2.2	i
CCO[C@@H]1OC(C(=O)Nc2ccccc2)=C[C@H](c2csc3ccccc23)[C@H]1CCCO	0.01	i
COc1ccc(C(=O)c2nc3c(n2O)CCCCC3)cc1	-0.15	i
N#Cc1ccc(S(=O)(=O)N2CCC(N3CCCCC3)CC2)cc1	0.02	i
O=C(CN1CCS(=O)(=O)CC1)NNC(=O)C1CCCCC1	0.55	i
Cc1nonc1CC(=O)N1CCCC(C(=O)c2cccc(C(F)(F)F)c2)C1 (stereo not drawn)	-1.5	i
CCC(=O)c1cn(CC(=O)Nc2cccc(OC)c2)c2ccccc12	-1.8	i
S=C(NCCc1ccccc1)Nc1ccc(Cl)cc1Cl	-1.3	i
COc1ccccc1N1CCN(C2CCN(S(=O)(=O)c3ccc(C)cc3)CC2)CC1	-0.03	i
COc1ccc(CNC(=O)CSCc2cnn(-c3ccccc3)c2-n2cccc2)cc1	-4.9*	i
COc1ccc(Cc2noc(CN3CCNC(=O)CC3)n2)cc1OC	2.9	i
CCOC(=O)C1CCN(C(=O)c2ccc(Cl)c(NC3=NC4CS(=O)(=O)CC4S3)c2)CC1 (stereo not drawn)	-1.9	i
COc1ccc(CNCC(O)(c2ccc(Cl)cc2)c2ccc(Cl)cc2)cc1OC	-3.4	i
CCCOc1ccccc1C1NC(=O)NC(C)=C1C(=O)OCCOC (stereo not drawn)	-0.73	i
CCN1C(=O)CSc2ccc(C(=O)NCCCN3CCOCC3)cc21	0.49	i
CCc1nn(C(C)C(=O)N(C)Cc2ccccc2)c(=O)c2cc3occc3n12 (stereo not drawn)	-0.99	i
Cc1ccc(CSCCNS(=O)(=O)c2ccc([N+](=O)[O-])cc2)cc1	-4.4*	i
Cc1ccc(NC(=O)OCCN2CCN(Cc3ccccc3)CCC2=O)cc1	-1.8	i
C(=C\c1ccccc1)/C=N/N1CCN(Cc2ccccc2)CC1	1.4	i
O=C(COC(=O)c1ccc2ccccc2n1)NCc1ccccc1	1.4	i
Nc1c2c(nn1-c1ccc(F)cc1)CSC2	-0.34	i
CS(=O)(=O)c1ccc2nc(NC(=O)c3cc([N+](=O)[O-])cc([N+](=O)[O-])c3)sc2c1	0.07	i
COc1cccc(NC(=O)CSc2nc3ccccc3c(=O)n2CCCC(=O)NCC2CCCO2)c1 (stereo not drawn)	0.1	i
CCOC(=O)C1(Cc2ccccc2)CCCN(Cc2ccc(OCCO)cc2)C1 (stereo not drawn)	-1	i
COC(=O)Cc1cc(=O)[nH]c(/N=C(\N)Nc2ccccc2C)n1	-0.12	i
Cc1noc(C)c1COc1ccccc1C(=O)NNC(=O)C(C)Oc1ccccc1F (stereo not drawn)	-0.85	i
CC(C)Sc1n[nH]c(=O)n1-c1ccccc1	0.03	i
O=C(CN1C(=O)S/C(=C\c2ccccc2F)C1=O)NC1C=CS(=O)(=O)C1 (stereo not drawn)	-0.4	i
CN(C(=O)c1ccc(Cl)c(S(=O)(=O)N2CCOCC2)c1)c1ccccc1C(=O)O	2	i
COc1cccc(C(=O)Nc2ccc(NC(C)=O)cn2)c1	0.19	i
COc1ccc(Cc2nnc(SCc3ccc([N+](=O)[O-])cc3)o2)cc1	0.53	i
C#CCSc1nc(=O)c2cccnc2n1-c1ccc(C)cc1	0.93	i

(cont.)
canonical_smiles	Kir21 inh	KCNQ2 block
COC(=O)c1ccc(CN2CCCC(C(=O)Nc3cccc(-n4cnnn4)c3)C2)cc1 (stereo not drawn)	1.1	i
Cc1ccnc(-n2sc3ccccc3c2=O)n1	-0.79	i
O=C(NCc1ccc(C(F)(F)F)cc1)C12CN(Cc3ccccc3)CC1C(c1cccc([N+](=O)[O-])c1)=NO2 (stereo not drawn)	-3.1	i
CC(C)CN1CCN(Cc2ccc(Oc3ncccn3)cc2)CC1CCO (stereo not drawn)	-0.01	i
COc1ccc(C2(CNC(=O)/C=C\c3ccco3)CCCC2)cc1OC	1.1	i
CCN(CC)C(=O)COc1ccc(/C(C)=N/NC(=O)c2ccccc2Br)cc1	0.11	i
Cn1c(SCC(=O)Nc2ccccc2F)nnc1-c1cc2ccccc2o1	0.76	i
CCNc1ccc(S(=O)(=O)N(C)C)cc1NCC(=O)Nc1ccccc1Br	0.72	i
CCCCN(C)CCC(=O)Nc1ccc(OC)cc1OC	-0.24	i
CCn1c(COc2ccc3c(c2)OCO3)nnc1SCC(=O)c1ccccc1	-0.06	i
CSCCC(NC(=O)c1cccc(C)c1)C(=O)OCC(=O)NC(=O)c1cccn1C (stereo not drawn)	-0.44	i
O=C(CSc1nnc2n1CCCN2C(=S)Nc1ccc(Cl)cc1)c1ccccc1	-0.12	i
CN1C(=O)C(C)(C)c2cc(S(=O)(=O)NCC3CCC(C(=O)NCc4ccc(F)cc4)CC3)ccc21 (stereo not drawn)	-1.6	i
COC(=O)c1ccccc1NC(=O)CCCn1nc([N+](=O)[O-])c(Br)c1C	-0.77	i
COc1ccc(CCC(=O)NCCc2cn3c(C)csc3n2)cc1	-0.01	i
CC1(C)C2CCC1(CS(=O)(=O)NCc1ccc(S(N)(=O)=O)cc1)C(=O)C2 (stereo not drawn)	-0.04	i
Cc1ccccc1N1C(=O)CC(Sc2nnc(-c3ccccc3)o2)C1=O (stereo not drawn)	1	i
CCOC(=O)N1CCN(C(=O)c2ccc(N(C)S(C)(=O)=O)cc2)CC1	1.1	i
COC(=O)C1=C(C)NC(=O)NC1c1ccsc1 (stereo not drawn)	1.3	i
N/C(=N\c1nc2ccccc2o1)NC(=O)c1cccc(Cl)c1	0.24	i
Cc1ccccc1NC(=S)N1CCC(C(=O)c2ccc(F)cc2)CC1	0.97	i
COC(=O)c1ccc(NC(=O)C(=O)N2CCN(C(=S)Nc3ccccc3OC)CC2)cc1	-0.68	i
CSc1nc(C)cc(SC(C(C)=O)C(=O)Nc2ccccc2)n1 (stereo not drawn)	0.82	i
Cc1c(NC(=O)CN2C(=O)c3ccc([N+](=O)[O-])cc3C2=O)c(=O)n(-c2ccccc2)n1C	-1.7	i
O=C(COC(=O)c1ccccc1-n1cnnn1)c1ccc(Br)cc1	-0.02	i
CCCCOC(=O)c1ccc(NC(=S)NC(=O)c2ccco2)cc1	-1.2	i
Cc1csc(SCC(=O)NC2CCCCC2)n1	-0.66	i
O=C(Nc1ccc(Cl)cn1)c1ccc(-c2cc(Cl)ccc2Cl)o1	0.62	i
O=C(O)CC(C(=O)O)c1ccc(OCCCCOc2ccc(C(CC(=O)O)C(=O)O)cc2)cc1 (stereo not drawn)	1.1	i
CCc1ccc(N2CC(C(=O)Nc3cc(C)ccc3F)CC2=O)cc1 (stereo not drawn)	1.6	i
Cc1cc([N+](=O)[O-])nn1CC(=O)NCCCn1ccnc1	-0.22	i
Cc1ccc(OC(F)F)c(NC(=O)Nc2ccc3c(c2)OCO3)c1	-0.39	i
CCOc1ccc(NC(=O)CNC(=O)COc2ccccc2)cc1	0.08	i
Cc1ccc(C(=O)CSc2nnc(-c3ccco3)n2Cc2ccccc2)cc1	-2.3	i
O=c1c(-c2ccccc2)coc2c(CN3CCCC3)c(O)ccc12	0.03	i
Cc1ccc(C)n1-c1ccc(C(=O)NC2CCN(Cc3ccccc3)CC2)cc1	-3.3	i
CNS(=O)(=O)c1cccc(C(=O)NCC2(N3CCOCC3)CCCCC2)c1	1.4	i
COc1ccc(S(=O)(=O)N2CCN(C)CC2)cc1NC(=O)c1ccccc1F	0	i
CN(C)S(=O)(=O)c1ccc(C(=O)NCCSc2ccc(Br)cc2)cc1	0.16	i
Cc1cc([N+](=O)[O-])ccc1NCc1cccc([N+](=O)[O-])c1	-0.94	i
COc1ccc(NC(=O)c2[nH]c(C)c(C(C)=O)c2C)cc1Cl	1.9	i
O=C(C1CCN(S(=O)(=O)Cc2ccccc2)CC1)N1CCCc2ccccc21	-0.04	i
COc1cccc(CC(=O)Nn2c(C)nc3ccccc3c2=O)c1	0.77	i
CC(=O)Nc1ccc(S(=O)(=O)C(C#N)c2nc3ccccc3nc2NCCO)cc1 (stereo not drawn)	1.3	i
Cc1cc(C)n2nc(C(=O)N3CCCC(CNS(=O)(=O)c4cccs4)C3)cc2n1 (stereo not drawn)	1.1	i
COC(=O)c1cc(NC(=O)c2ccccc2F)cc(C(=O)OC)c1	0	i
COCC(=O)Nc1cc([N+](=O)[O-])ccc1C	0.43	i
Cc1nc([N+](=O)[O-])c(C(=O)OCc2ccccc2)n1C	0.58	i
COc1cccc(Nc2n[nH]c(=S)s2)c1	0.26	i
O=[N+]([O-])c1cc(C(F)(F)F)ccc1NC1CCN(Cc2ccccc2)CC1	0.11	i

Taken from above:
Result of CNS(=O)(=O)c1cccc(C(=O)NCC2(N3CCOCC3)CCCCC2)c1 in Kir21 inh: 1.4
Result of Cc1ccc(OC(F)F)c(NC(=O)Nc2ccc3c(c2)OCO3)c1 in Kir21 inh: -0.39
Result of CN(C)S(=O)(=O)c1ccc(C(=O)NCCSc2ccc(Br)cc2)cc1 in Kir21 inh: 0.16
Result of O=C(Nc1ccc(Cl)cn1)c1ccc(-c2cc(Cl)ccc2Cl)o1 in Kir21 inh: 0.62
Result of CCc1ccc(N2CC(C(=O)Nc3cc(C)ccc3F)CC2=O)cc1 (stereo not drawn) in Kir21 inh: 1.6

Three entries drawn at random from those above:
canonical_smiles	Kir21 inh	KCNQ2 block
COc1cccc(CC(=O)Nn2c(C)nc3ccccc3c2=O)c1	0.77	i
CCOc1ccc(NC(=O)CNC(=O)COc2ccccc2)cc1	0.08	i
CCc1ccc(N2CC(C(=O)Nc3cc(C)ccc3F)CC2=O)cc1 (stereo not drawn)	1.6	i

Next part.
canonical_smiles	Kir21 inh	KCNQ2 block
CN(C)/C=C/C(=O)c1cccc(Cl)c1	1.1	i
NC(=O)CC(NC(=O)Cc1ccc(Br)cc1)c1ccc(NCCN2CCOCC2)c([N+](=O)[O-])c1 (stereo not drawn)	-1.1	i
O=C(NCCc1ccccc1F)C1CCCN(c2nc3ccccc3s2)C1 (stereo not drawn)	-0.22	i
COC(OC)c1ccnc(-c2ccc(OC(=O)c3ccccc3)cc2)n1	-0.31	i
CC1CC(C)CN(C(=O)COC(=O)c2cccc([N+](=O)[O-])c2)C1 (stereo not drawn)	0.76	i
O=C(Nc1cccc(F)c1)C1CCN(S(=O)(=O)c2cccc3nonc23)CC1	0.45	i
COc1ccc(C2NC(=O)c3n[nH]c(C)c32)c(OC)c1 (stereo not drawn)	0.76	i
O=C(Nc1ccon1)c1cc2c(s1)CCCC2	-2.2	i
O=C(CSc1nnnn1C1CCCC1)Nc1ccc(F)cc1	-1.9	i
COc1ccc(CC(=O)N2CCc3ccccc32)cc1	-2.1	i
COc1ccc(OC)c(Nc2nnc(C)c(=O)[nH]2)c1	0.73	i
CCOC(=O)C1=NN(C(=O)Cc2ccccc2)C(O)(C(C)(C)C)C1 (stereo not drawn)	1	i
COC(=O)C1=CN(CC2CCCO2)C=C(C(=O)OC)C1c1ccccc1C(F)(F)F (stereo not drawn)	-0.12	i
O=C(CN1C(=O)c2ccccc2C1=O)NCC1COc2ccccc2O1 (stereo not drawn)	1.5	i
Cc1ccccc1NC(=O)OCc1cccnc1Oc1ccc(Cl)cc1	1	i
CCOC(=O)c1[nH]c(C)c(C(=O)NCCN2CCOCC2)c1C	0	i
COC(=O)c1ccc(C(=O)OC)c(NC(=O)c2cnc3n(c2=O)CCS3)c1	-0.45	i
